Assay outcomes from PubChem BioAssay.
PPARg SRC3 recr: PPARgamma agonists recruiting SRC-3 coactivator, primary screen, biochemical. Peroxisome proliferator-activated receptor gamma (Homo sapiens), P37231. biochemical PPARgamma/SRC-3 coactivator recruitment assay. activation, % at 8 µM. hit rate 0.26% among 200,000; in the data active means activation above about 23%;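 further: 0% = DMSO and 100% = reference agonist; some compounds past the cut are filed as inactive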
STAT3 activator: IL-6 driven STAT3 reporter potentiators, primary screen, U3A cells, luciferase, luminescence, MLSCN library. activation (% of control), % at 5.6 µM. IL-6 STAT3-luciferase reporter; 100% = signal with IL-6 EC80 alone. hit rate 0.91% among 190,000;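 active means activation above the screen-wide mean of compound activation plus 3 SD, cut at about 130% in these data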;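 further: 0% = background luminescence of wells with medium and substrate only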
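Test system: STAT3-luciferase reporter U3A cells; Detection: reporter luminescence signal; Times: 1 h compound pre-exposure, 6 h IL-6 stimulation, 37 °C; Benchmarks: IL-6-only high control; Also added: IL-6 stimulus at 33 ng/mL final.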
TR-FRET SRC-2 ct: TR-FRET signal artefacts, primary screen, artefact control for PPARgamma SRC-2 agonist project, biochemical | AID 1049, 2008 | TR-FRET artefact counter-screen; active compounds read high | hit rate 0.4% among 200,000 | TR-FRET ratio at 8 µM; in the data active means TR-FRET ratio above about 2000; further: inactives centre near 1500
STAT1 blocker: STAT1 signaling inhibitors, primary screen, cell-based, HTS, luciferase reporter. hit rate 0.35% among 200,000. NIH 3T3 STAT1-luciferase reporter, IFN-gamma, luminescence. inhibition, % at 5.5 µM;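 active means inhibition above a set limit, the mean inhibition across all tested compounds plus 3 SD, cut at about 34% in these data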;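 further: 0% = IFN-gamma with DMSO and 100% = IFN-gamma with 300 µM nifuroxazide; values of inactives mirror those of a sister screen read the other way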
PPARg SRC1 recr: PPARgamma agonists recruiting SRC-1 coactivator, primary screen, biochemical. PPARgamma-SRC-1 coactivator recruitment biochemical assay. activation, % at 8 µM. hit rate 0.41% among 200,000; in the data active means activation above about 19%;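 further: 0% = DMSO and 100% = reference agonist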
STAT3 blocker: IL-6 driven STAT3 reporter inhibitors, primary screen, U3A cells, luciferase, luminescence, MLSCN library; IL-6 STAT3-luciferase reporter; host cell line lacks STAT1; hit rate 0.89% among 190,000; inhibition, % at 5.5 µM;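 active means inhibition above the mean inhibition across all screened compounds plus 3 SD, cut at about 44% in these data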;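 further: 0% = DMSO only wells and 100% = 100 µM nifuroxazide control wells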
TLR4-MyD88 BLA: inhibitors of TLR4-MyD88 association in cells, primary screen, cell-based, HeLa CL3-4, BLA complementation, FRET ratio; HeLa CL3-4 TLR4/MyD88 BLA complementation; inhibition, % at 8.4 µM; hit rate 0.18% among 200,000; in the data active means inhibition above about 25%;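 further: 0% = vehicle and 100% = reference inhibitor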
Target sequence (O00206 whole entry, looked up): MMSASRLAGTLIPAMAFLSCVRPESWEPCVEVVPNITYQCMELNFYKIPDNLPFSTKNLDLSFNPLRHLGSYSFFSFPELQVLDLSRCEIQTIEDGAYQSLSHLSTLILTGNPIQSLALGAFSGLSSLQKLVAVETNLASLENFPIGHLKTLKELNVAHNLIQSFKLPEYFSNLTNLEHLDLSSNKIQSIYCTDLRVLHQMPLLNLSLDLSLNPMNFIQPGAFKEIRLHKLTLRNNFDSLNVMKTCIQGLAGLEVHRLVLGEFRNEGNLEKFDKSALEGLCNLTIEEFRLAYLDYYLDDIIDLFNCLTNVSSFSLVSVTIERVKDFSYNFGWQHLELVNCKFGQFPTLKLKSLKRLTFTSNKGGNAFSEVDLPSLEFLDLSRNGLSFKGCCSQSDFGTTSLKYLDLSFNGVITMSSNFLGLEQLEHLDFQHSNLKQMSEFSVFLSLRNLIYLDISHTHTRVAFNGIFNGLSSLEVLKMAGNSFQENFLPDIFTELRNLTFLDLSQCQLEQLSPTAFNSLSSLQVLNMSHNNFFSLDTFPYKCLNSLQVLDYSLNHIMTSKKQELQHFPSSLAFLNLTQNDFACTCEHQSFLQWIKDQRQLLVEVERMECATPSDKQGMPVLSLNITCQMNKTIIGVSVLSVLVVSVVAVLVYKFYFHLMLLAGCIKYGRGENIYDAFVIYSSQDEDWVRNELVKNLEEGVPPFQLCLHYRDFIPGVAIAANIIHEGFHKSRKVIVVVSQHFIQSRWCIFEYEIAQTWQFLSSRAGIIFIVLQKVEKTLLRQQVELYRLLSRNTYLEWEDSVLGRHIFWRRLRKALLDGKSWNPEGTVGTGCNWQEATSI
Target sequence (Q99836 whole entry, looked up): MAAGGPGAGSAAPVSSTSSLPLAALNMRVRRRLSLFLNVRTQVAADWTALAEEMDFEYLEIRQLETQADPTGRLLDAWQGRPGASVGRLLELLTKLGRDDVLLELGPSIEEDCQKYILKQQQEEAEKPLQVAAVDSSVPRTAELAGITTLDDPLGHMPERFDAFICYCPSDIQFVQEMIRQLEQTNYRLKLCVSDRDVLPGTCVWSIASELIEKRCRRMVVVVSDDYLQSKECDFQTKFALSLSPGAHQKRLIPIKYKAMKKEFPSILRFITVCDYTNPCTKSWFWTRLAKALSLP
S1P3 antag: S1P3 receptor antagonists, primary screen, cell-based | CHO S1P3 NFAT-BLA reporter, FRET fluorescence, antagonist mode | hit rate 0.27% among 170,000 | Sphingosine 1-phosphate receptor 3 (Homo sapiens), Q99500 | inhibition, % at 4.98 µM;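 active means inhibition above the plate cutoff, the mean inhibition of test wells on that plate plus 3 SD, cut at about 28% in these data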;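 further: cells challenged with S1P at its EC80 of 0.8 µM; blue over green emission ratio from cleaved BLA substrate after 4 h stimulation; 0% = S1P-stimulated wells and 100% = unstimulated DMSO-only wells; some compounds past the cut are filed as inactive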
ROMK primary: ROMK potassium channel modulators, primary screen, cell-based, thallium flux, MLSMR library; ATP-sensitive inward rectifier potassium channel 1 (Homo sapiens), P48048; Tet-inducible ROMK, thallium flux fluorescence; actives lie on both sides; B-score at 10 µM; hit rate 2% among 130,000;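 active means signal ratio slope over the read window, or its plate-corrected B-score, at least 3 SD from the plate mean, either direction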;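 further: B-score of the F/F0 ratio slope over 7 to 12 s after thallium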
RAM inhibit: inhibitors of the yeast RAM network, primary screen, dse1pr::URA3 reporter, 5-FOA selection; S. cerevisiae dse1pr::URA3 reporter, 5-FOA growth OD615, 2 d; analog-sensitive cbk1-as2 kinase mutant strain; inhibition, % at 50 µM; hit rate 1.8% among 190,000; AID 868, 2007;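 active means inhibition above a set limit, 3 SD over mean compound inhibition, cut at about 8.4% in these data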;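 further: 0% = DMSO-only wells with no growth and 100% = 10 µM 1-NA-PP1 full growth; inhibition rescues growth on 5-FOA so higher OD means more RAM inhibition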
PPARg SRC2 recr: agonists of PPARg-SRC-2 recruitment, primary screen, biochemical, HTS. hit rate 0.34% among 200,000. PPARgamma LBD-SRC-2 recruitment. Peroxisome proliferator-activated receptor gamma (Homo sapiens), P37231. activation, % at 8 µM; in the data active means activation above about 22%;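 further: 0% = vehicle and 100% = reference agonist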
* marks the source's active call; other numbers are inactive results; nt = no result given. An unsorted share of the library; 5.6% or so of the library scored in one or more.

No.	SMILES	PPARg SRC3 recr	STAT3 activator	TR-FRET SRC-2 ct	STAT1 blocker	PPARg SRC1 recr	STAT3 blocker
1	COC(=O)COc1ccc(S(=O)(=O)N2CCCCC2)cc1[N+](=O)[O-]	0	100	1452	5	-4	6
2	CC(/C=C/c1ccccc1)=N\NC(=O)c1cc(C)[nH]n1	5	90	1664	0	12	21
3	CCc1nnc(NS(=O)(=O)c2ccc(N/C=C\C(=O)c3ccc(F)cc3)cc2)s1	6	100	1708	-17	8	6
4	CN(C)CCN(C)Cc1ccccc1Sc1cccc2ccccc12	-1	96	1519	3	-6	8
5	Nc1c(-c2ccccc2)cnc2ncnn12	8	96	1489	0	1	9
6	CCN(C(=O)CSc1ccc2ccccc2c1)C1CCS(=O)(=O)C1 (configuration not stated)	4	103	1771	-4	6	-7
7	COc1ccc(N=Cc2ccc(CNS(=O)(=O)c3ccc(Cl)cc3)o2)cc1	0	106	1522	0	-1	-7
8	CCOC(=O)c1c(C)[nH]c(C(=O)NNC(=O)c2ccc(C(C)(C)C)cc2)c1C	-4	101	1691	16	4	1

No.	TLR4-MyD88 BLA	S1P3 antag	ROMK primary	RAM inhibit	PPARg SRC2 recr
1	-4	-1	-0.9	-0.5	-4
2	-14	6	-0.4	-1.3	8
3	-18	1	0.44	4.7	1
4	2	-4	-1.9	-0.6	-5
5	-8	nt	nt	2.5	2
6	-1	-18	0.041	0.1	5
7	8	nt	nt	2.4	-2
8	3	-8	nt	1.0	-2

Molecules shown so far containing an NH in an aromatic ring:
No.	SMILES	PPARg SRC3 recr	STAT3 activator	TR-FRET SRC-2 ct	STAT1 blocker	PPARg SRC1 recr	STAT3 blocker
2	CC(/C=C/c1ccccc1)=N\NC(=O)c1cc(C)[nH]n1	5	90	1664	0	12	21
8	CCOC(=O)c1c(C)[nH]c(C(=O)NNC(=O)c2ccc(C(C)(C)C)cc2)c1C	-4	101	1691	16	4	1

No.	TLR4-MyD88 BLA	S1P3 antag	ROMK primary	RAM inhibit	PPARg SRC2 recr
2	-14	6	-0.4	-1.3	8
8	3	-8	nt	1.0	-2

(continued)
No.	SMILES	PPARg SRC3 recr	STAT3 activator	TR-FRET SRC-2 ct	STAT1 blocker	PPARg SRC1 recr	STAT3 blocker
9	O=C(CN1CCCCCC1)Nc1ccc(F)c(F)c1	-1	101	1380	8	-4	3
10	C=CCNc1nc(N2CCOCC2)c(C#N)c2c1CN(C)CC2	6	94	1411	4	4	8
11	Cc1cc(Cl)ccc1NC(=S)N1CCN(C(=O)C2CCCO2)CC1 (configuration not stated)	3	104	1444	11	-8	-7
12	CCC(C)c1ccc2oc(-c3ccc(NC(=O)c4ncn[nH]4)cc3)nc2c1 (configuration not stated)	-4	94	1593	16	2	11
13	CCN1C(=O)c2cccc3c(NC(=O)c4ccc(S(=O)(=O)N5CCOCC5)cc4)ccc1c23	11	83	1630	13	6	24
14	CCOc1ccc(C(C)NC(=O)Cc2ccccc2F)cc1OCC (configuration not stated)	5	101	1652	0	12	6
15	Cc1cc(C(=O)OCC(=O)NC2CCS(=O)(=O)C2)c2ccccc2n1 (configuration not stated)	2	104	1420	3	2	0
16	O=[N+]([O-])c1ccccc1Sc1nccn1Cc1ccccc1	-2	102	1395	11	0	4

No.	TLR4-MyD88 BLA	S1P3 antag	ROMK primary	RAM inhibit	PPARg SRC2 recr
9	2	nt	0.18	1.0	1
10	-10	nt	nt	-0.5	-4
11	-6	7	0.0015	0.0	-8
12	-13	-18	nt	2.1	5
13	-2	-21	nt	2.3	10
14	-11	-8	1.7	1.5	-3
15	13	-3	0.29	-0.8	-5
16	-13	2	nt	1.5	-9

The list goes on:
No.	SMILES	PPARg SRC3 recr	STAT3 activator	TR-FRET SRC-2 ct	STAT1 blocker	PPARg SRC1 recr	STAT3 blocker
17	CCOc1cc(-c2nc3cc(C)ccn3c2NCC2CCCO2)ccc1O (configuration not stated)	11	103	1746	6	7	-1
18	COc1ccc(OC)c2c(C)cc(NCCN3CCOCC3)nc12	-4	101	1418	0	1	3
19	CN1CCN(Cc2c(O)ccc3cc(Br)ccc23)CC1	10	102	1707	-10	5	-1
20	CCSc1ccccc1C(=O)Nc1cc(OC)c(OC)c(OC)c1	5	103	1572	6	-3	6
21	COc1ccc(C2=NOC3(CC(=O)N(c4ccc5ccccc5c4)C3=O)C2)c(OC)c1 (configuration not stated)	5	108	1693	1	5	-4
22	Cc1ccc(Oc2nc3ccccn3c(=O)c2/C=C(\C#N)C(=O)Nc2c(C)n(C)n(-c3ccccc3)c2=O)cc1	3	100	1553	6	2	-1
23	O=C(Nc1ccccc1)Nc1cc([N+](=O)[O-])ccc1F	-1	88	1618	8	6	16
24	O=C(CCC(=O)N1CCN(C2CCCCC2)CC1)Nc1nnc(C(F)(F)F)s1	-3	102	1557	5	-5	5

No.	TLR4-MyD88 BLA	S1P3 antag	ROMK primary	RAM inhibit	PPARg SRC2 recr
17	-11	6	nt	0.5	16
18	-1	5	nt	0.7	1
19	14	-10	-0.95	0.0	4
20	-5	-2	-0.057	1.0	10
21	-15	nt	nt	5.9	3
22	-2	-6	nt	2.3	3
23	-4	-11	-1.7	0.7	0
24	-9	-22	0.71	0.1	4

More entries
No.	SMILES	PPARg SRC3 recr	STAT3 activator	TR-FRET SRC-2 ct	STAT1 blocker	PPARg SRC1 recr	STAT3 blocker
25	CCN(CC(=O)NC(C)C)C(=O)[C@H](C)NC(=O)c1ccc(Br)cc1	-2	103	1309	-13	-4	-2
26	CCCCNC(=O)COC(=O)c1cc(F)c(F)cc1Cl	4	99	1509	0	9	5
27	CCOC(=O)C(NC(=O)c1ccccc1)(N1CCCC1=O)C(F)(F)F (configuration not stated)	-3	97	1527	2	1	4
28	Cc1noc(NC(=O)c2ccccc2)c1C#N	-4	107	1605	-5	-4	-2
29	Cn1c(=O)oc2ccc(C(=O)CSc3nnnn3-c3ccccc3)cc21	4	94	1627	2	9	9
30	c1ccc(CCC2CCCCN2Cc2nc(-c3ccc4c(c3)OCO4)no2)nc1 (configuration not stated)	4	99	1870	-8	10	6
31	O=C1c2ccccc2NC(c2ccccc2)N1NS(=O)(=O)c1ccccc1 (configuration not stated)	-1	93	1623	11	11	10
32	O=C(Cc1cccs1)Nc1cc(SCCO)cc([N+](=O)[O-])c1	0	89	1558	12	-2	14

No.	TLR4-MyD88 BLA	S1P3 antag	ROMK primary	RAM inhibit	PPARg SRC2 recr
25	-9	-20	0.085	-0.3	-4
26	11	nt	nt	1.5	-8
27	-11	-14	nt	0.4	0
28	-3	nt	nt	0.6	-8
29	-3	0	-0.5	5.8	4
30	-1	-3	-0.68	2.9	9
31	-4	-15	-0.065	0.7	12
32	1	-20	0.17	1.8	11

Additional compounds follow.
No.	SMILES	PPARg SRC3 recr	STAT3 activator	TR-FRET SRC-2 ct	STAT1 blocker	PPARg SRC1 recr	STAT3 blocker
33	CCCOc1ccc(NC(=O)CC2C(=O)N(CC)C(=S)N2CCCN2CCN(Cc3ccccc3)CC2)cc1 (configuration not stated)	3	97	1722	4	12	6
34	Cc1cccc(C)c1NC(=O)Cn1nnc(-c2ccc(N3CCOCC3)cc2)n1	2	104	1491	2	3	2
35	O=C(NCc1ccccc1)c1onc(CSc2ccc(F)cc2)c1C(=O)NCCCN1CCOCC1	6	110	1572	-5	0	-4
36	Cn1cccc1/C=C1\SC(=S)N(CC(=O)O)C1=O	1	92	1423	5	3	8
37	O=C(c1cc(S(=O)(=O)N2CCCCC2)c(Cl)cc1N1CCOCC1)N1CCOCC1	-9	98	1505	1	-7	5
38	CCN(c1ccc(NC(=O)c2ccc(Cl)nc2)cc1)C(C)C	4	112	1757	-30	13	-14
39	O=c1[nH]c(-c2ccccc2F)nc2c1sc(=S)n2Cc1ccccc1	6	97	1629	-17	12	9
40	CCn1ccnc1CN1CCN(CCC(C)C)C(CCO)C1 (configuration not stated)	0	110	1557	-2	0	-6
41	CCOc1ccc(OCC)c(NC(=O)CN(c2ccc(C)cc2)S(=O)(=O)c2c(C)noc2C)c1	1	109	1444	6	-1	-6
42	CCCc1[nH]nc2c1C(c1cccc(OC(=O)c3ccco3)c1)C(C#N)=C(N)O2 (configuration not stated)	5	104	1574	1	-5	0

No.	TLR4-MyD88 BLA	S1P3 antag	ROMK primary	RAM inhibit	PPARg SRC2 recr
33	-17	4	-0.4	4.4	4
34	9	-49	nt	5.2	-1
35	-8	nt	-2.1	-0.1	4
36	-20	3	0.12	3.0	-1
37	-12	-11	-1	0.5	-1
38	-3	5	0.87	-0.4	10
39	-8	-5	nt	5.4	2
40	5	-11	0.23	-0.4	-1
41	9	18	nt	2.7	-3
42	-7	-1	-0.64	0.6	-2

Grouped by structure: the compounds so far containing a CF3 group (two)
No.	SMILES	PPARg SRC3 recr	STAT3 activator	TR-FRET SRC-2 ct	STAT1 blocker	PPARg SRC1 recr	STAT3 blocker
24	O=C(CCC(=O)N1CCN(C2CCCCC2)CC1)Nc1nnc(C(F)(F)F)s1	-3	102	1557	5	-5	5
27	CCOC(=O)C(NC(=O)c1ccccc1)(N1CCCC1=O)C(F)(F)F (configuration not stated)	-3	97	1527	2	1	4

No.	TLR4-MyD88 BLA	S1P3 antag	ROMK primary	RAM inhibit	PPARg SRC2 recr
24	-9	-22	0.71	0.1	4
27	-11	-14	nt	0.4	0
